Screens as filed in PubChem.
CCT chaperon mod: High-Throughput Screening for Modulators of Cytosolic Chaperonin Activity; purified chaperonin ATPase assay, HTRF ADP detection, 30 min; activity change, % (no concentration beside the values), hits read low; actives 0.3% (n = 360,000); AID 651819, 2012; in the data active = activity change below about -30%; also: % is scaled to controls: 0 for no effect and ±100 for the full control effect
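We incubate TRiC, 40 or 20 nM final, with library compounds at 76 uM and 10 uM ATP for 30 min at 37 °C. ADP formed is detected with Transcreener HTRF reagents after 30 min at room temperature.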
Nrf2 activator: qHTS of Nrf2 Activators. actives 0.31% (n = 410,000). Potency, µM (highest dose often 46.1 µM), for inactives: at the top dose activation, hits mostly activators. AID 624171, 2012. AREc32 ARE-luciferase reporter (MCF7-derived line), luminescence, 24 h; also: potency is read from the fitted curve at half-maximal effect; % of control where 0% means no effect; nearly all actives have a fitted effect of over 65% in size
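Nrf2 activation is followed as ARE-luciferase induction in the AREc32 line after one day of compound treatment; luminescence is read with Steady-Glo.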
Nrf2 block: Nrf2 qHTS screen for inhibitors | A549 ARE-Fluc reporter, luciferase luminescence, 18-24 h | Potency, µM (doses to about 46 µM), for the others: top-dose activity change, negative = inhibition, hits mostly inhibitors | AID 504444, 2011 | actives 2.1% (n = 360,000); also: potency is read from the fitted curve at half-maximal effect; % is scaled to controls: 0 for no effect and ±100 for the full control effect; nearly all actives have a fitted effect of over 60% in size
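Quantitative HTS in A549 cells stably bearing an antioxidant response element-firefly luciferase construct. Inhibition of Nrf2-driven transcription was scored by luminescence after 18-24 h of compound exposure at 37 °C.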
Abeta rescue: qHTS for compounds that reverse cellular toxicity of Amyloid beta (A-beta) peptide in yeast: Primary Screen | yeast expressing A-beta42, growth rescue, OD600, 48 h; response scale: 0% DMSO, 100% iron-clioquinol control | AID 1347071, 2019 | Potency, µM (series often up to 46.1 µM), for inactives: at the highest dose growth rescue, usual class: activators | actives 0.063% (n = 410,000); also: potency is read from the fitted curve at half-maximal effect; nearly all actives have a fitted effect of over 55% in size
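Yeast A-beta toxicity model in growth medium with pinned compounds, 48 h at 30 C; growth read as absorbance at 600 nm. Normalized to FeCl3/clioquinol equimolar mix (positive) and DMSO (negative).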
MmCpn inh: Inhibitors of TCP-1 ring complex (TRiC) of Methanococcus maripaludis (MmCpn): qHTS | actives 0.031% (n = 330,000) | purified Mm-Cpn ATPase, ADP Transcreener TR-FRET | Potency, µM (series often up to 76.9 µM), inactives show at the highest dose activity, negative = inhibition, actives largely listed as inhibitors | Chaperonin Mm-Cpn (Methanococcus maripaludis) | AID 504842, 2011; also: potency is read from the fitted curve at half-maximal effect; % is scaled to controls: 0 for no effect and ±100 for the full control effect; nearly all actives have a fitted effect of over 80% in size
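ATPase read-out: TR-FRET ADP immunoassay (anti-ADP Eu cryptate vs ADP-d2), ex 320 nm, em 590/665 nm; signal drops as ADP forms. Enzyme 25 nM, ATP 10 uM, 30 min at 37°C after 10 min compound preincubation.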
HepG2 viability: qHTS for Inhibitors of TGF-b: Cytotox Counterscreen. HepG2 CAGA-GFP viability, ATP luminescence, 18 h. Potency, µM (highest dose often 46.1 µM), for inactives: at the top dose activity change, negative = cytotoxicity, usual class: cytotoxic. actives 0.76% (n = 410,000); also: potency is read from the fitted curve at half-maximal effect; some results filed as inactive show a strong effect at the top dose
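HepG2 CAGA-GFP cells (1000/well, DMEM with 1% FBS) received compound, then TGF-beta at 500 pg/mL final, and were incubated 18 hours at 37 degrees C. Viability was read by CellTiter-Glo luminescence. Media-only wells were set as complete cell-killing and DMSO as no toxicity.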
TGFb inhibitor: qHTS for Inhibitors of TGF-b. HepG2 CAGA-GFP TGF-b/SMAD3 reporter, GFP fluorescence, 18 h; TGF-beta stimulated, 500 pg/mL final. Potency, µM (series often up to 46.1 µM), without a hit: at the top dose activity, negative = inhibition, usual class: inhibitors. actives 1.2% (n = 410,000). AID 588855, 2011; also: potency is read from the fitted curve at half-maximal effect; % is scaled to controls: 0 for no effect and ±100 for the full control effect; nearly all actives have a fitted effect of over 65% in size
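Smad-responsive CAGA-GFP expression was quantified in HEPG2 cells exposed to compounds and 500 pg/mL final TGF-beta for 18 h at 37 degrees C; unstimulated wells defined full inhibition.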
A549 tox: Nrf2 qHTS screen for inhibitors: counterscreen for cytotoxicity | Potency, µM (top dose mostly 46 µM), without a hit: at the top dose activity change, negative = cytotoxicity, usual class: inhibitors | actives 0.16% (n = 390,000) | AID 504648, 2011 | A549 ARE-Fluc cells, CellTiter-Fluor viability, 18-24 h; also: potency is read from the fitted curve at half-maximal effect; % is scaled to controls: 0 for no effect and ±100 for the full control effect
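A549 ARE-Fluc cells in 5% FBS OPTI-MEM, 5000 cells/well, rested 2 h then exposed to compounds in concentration-response for 18-24 h at 37 °C. Viability by CellTiter-Fluor fluorescence (Ex 405/Em 525) after 30 min; luciferase luminescence (BugLite, 15 min, RT) read afterwards.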
Akt phos inh: HTS Assay for Inhibitors of Akt Phophorylation: Primary Screen | actives 0.32% (n = 360,000) | AID 651550, 2012 | Neuro2A IGF-stimulated pAkt S473 HTRF, 20 min; hits give low values | activity change, % for hits at 50 µM; in the data active = activity change below about -80%; inconclusive = mostly about -51% to -80%; also: % is scaled to controls: 0 for no effect and ±100 for the full control effect
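Neuro2A cells in DMEM with 0.5% FBS, overnight at 37 deg C, given compound at single 50 µM final, then IGF (6 nM final) for 20 min at 37 deg C. Lysed; phospho-Akt Ser473 by HTRF after 24 h, 665/615 ratio.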
Numbers without * were called inactive; [ ] = dose if it differs, or a comment. Unless noted, calls follow the shape of the dose curve; as a rule, active = well fitted curve in the direction sought with a large enough effect; inconclusive = small, poorly fitted or top-dose-only effect, or another doubt; inactive = no such curve, though single readings can be large; an effect the other way counts as inactive or inconclusive. Random draw from the library; about 4.3% have a hit in one of these screens.

CC(=O)c1ccc(Sc2nnnn2-c2ccccc2)c([N+](=O)[O-])c1 was read as CCT chaperon mod -1.0, Nrf2 activator inconclusive, Nrf2 block 1.4%, Abeta rescue -61.8%[inhibitor], MmCpn inh -3.8%, HepG2 viability -80.2%, TGFb inhibitor 0.0%, A549 tox 0.9% and Akt phos inh inactive.
COC(=O)c1c(O)cc(C(C)(C)C)n(-c2ccccc2)c1=O was read as CCT chaperon mod -2.5, Nrf2 activator -0.9%, Nrf2 block 2.5%, Abeta rescue -0.6%, MmCpn inh 1.2%, HepG2 viability 4.1%, TGFb inhibitor -12.2%, A549 tox 0.3% and Akt phos inh inactive.
Screening COC(=O)C[C@H]1C[C@@H]2c3cc(N(C)C)ccc3O[C@@H]2[C@H](CO)O1 returned CCT chaperon mod -1.3, Nrf2 activator -1.4%, Abeta rescue 0.0%, HepG2 viability -58.3%, TGFb inhibitor 17.0% and Akt phos inh inactive.
`COc1cccc(CNS(=O)(=O)c2ccc3c(c2)CC(C)N3C(=O)C2CC2)c1` (stereo not given) gave CCT chaperon mod -1.0, Nrf2 activator -1.9%, Nrf2 block inconclusive, Abeta rescue -6.0%, MmCpn inh -0.4%, HepG2 viability -11.8%, TGFb inhibitor inconclusive, A549 tox 0.0% and Akt phos inh inactive.
For Cc1ccccc1-c1nnc(SCC(=O)NC2CCCCC2)o1 the results were CCT chaperon mod 0.4, Nrf2 activator -0.8%, Nrf2 block inconclusive, Abeta rescue -4.2%, MmCpn inh 1.5%, HepG2 viability 9.2%, TGFb inhibitor inconclusive, A549 tox -2.2% and Akt phos inh inactive.
`Cc1ccc(CS(=O)Cc2ccc(C(=O)NCc3ccccc3Br)o2)cc1` (stereo not given) gave CCT chaperon mod -0.4, Nrf2 activator 0.7%, Nrf2 block -21.1%, Abeta rescue 13.9%, MmCpn inh 0.1%, HepG2 viability -8.9%, TGFb inhibitor -28.7%, A549 tox -1.3% and Akt phos inh inactive.
For Cc1ccccc1S(=O)(=O)Nc1ncnc2scc(-c3ccccc3)c12 the results were CCT chaperon mod -0.2, Nrf2 activator -0.3%, Nrf2 block 10.0%, Abeta rescue 14.9%, MmCpn inh 0.4%, HepG2 viability -16.6%, TGFb inhibitor -21.8%, A549 tox -2.4% and Akt phos inh inactive.
Screening Cc1ccc(C2CC(C(F)(F)F)n3nc(C(=O)Nc4c(C)n(C)n(-c5ccccc5)c4=O)cc3N2)cc1 (stereo not given) returned CCT chaperon mod 2.4, Nrf2 activator -0.1%, Nrf2 block 6.5%, Abeta rescue -11.4%, MmCpn inh 1.9%, HepG2 viability 7.7%, TGFb inhibitor 1.1%, A549 tox 2.5% and Akt phos inh inactive.
`CC(C)C[C@H](NC(=O)c1nc[nH]c1C(=O)N[C@@H](CCCCN)C(=O)OC(C)(C)C)C(=O)OC(C)(C)C` gave CCT chaperon mod 0.1, Nrf2 activator -2.3%, Nrf2 block 1.5%, Abeta rescue 14.2%, MmCpn inh -1.8%, HepG2 viability -8.9%, TGFb inhibitor -3.5%, A549 tox -10.0% and Akt phos inh inactive.
For CCCCOCCCNC(=O)N[C@H](C(=O)OC)C(C)CC (stereo not given in full) the results were CCT chaperon mod -1.0, Nrf2 activator 2.3%, Nrf2 block -9.6%, Abeta rescue 13.1%, MmCpn inh -0.5%, HepG2 viability -1.9%, TGFb inhibitor -2.7%, A549 tox 2.4% and Akt phos inh inactive.
Screening COc1ccc(Br)cc1CNC(=O)C1CCN(S(=O)(=O)N2CCCC2)CC1 returned CCT chaperon mod -1.9, Nrf2 activator 0.0%, Nrf2 block -10.0%, Abeta rescue 12.4%, MmCpn inh 3.4%, HepG2 viability -5.1%, TGFb inhibitor -0.1%, A549 tox -5.3% and Akt phos inh inactive.
Screening O=C(Cn1c(NCCCO)nc2ccccc21)c1ccc(Cl)cc1Cl returned CCT chaperon mod -5.4, Nrf2 activator 4.6%, Nrf2 block 9.1%, Abeta rescue -1.3%, MmCpn inh 1.3%, HepG2 viability -20.4%, TGFb inhibitor -11.6%, A549 tox 0.4% and Akt phos inh inactive.
`Cc1cc(C)nc(/N=C(\N)Nc2cccc([N+](=O)[O-])c2)n1` gave CCT chaperon mod 0.4, Nrf2 activator 0.2%, Nrf2 block -2.8%, Abeta rescue -15.4%, MmCpn inh -1.0%, HepG2 viability 5.5%, TGFb inhibitor 0.0%, A549 tox -1.1% and Akt phos inh inactive.
`COC(=O)c1ccc(NC(=O)CSc2nnc(-c3ccccc3)n2C)cc1` gave CCT chaperon mod -2.3, Nrf2 activator -0.1%, Nrf2 block 26.9%, Abeta rescue -6.4%, MmCpn inh -6.8%, HepG2 viability 3.9%, TGFb inhibitor 9.4%, A549 tox -0.6% and Akt phos inh inactive.
Cn1sccc1=O was read as CCT chaperon mod -1.3, Nrf2 activator -0.6%, Nrf2 block -20.1%, Abeta rescue 5.8%, MmCpn inh 0.2%, HepG2 viability -8.4%, TGFb inhibitor -21.6%, A549 tox 0.3% and Akt phos inh inactive.
For O=c1[nH]c2ccccc2nc1C(F)(F)C(F)F the results were CCT chaperon mod -3.9, Nrf2 activator -0.2%, Nrf2 block inconclusive, Abeta rescue -7.1%, MmCpn inh -0.5%, HepG2 viability 0.5%, TGFb inhibitor 7.6%, A549 tox 0.0% and Akt phos inh inactive.
NC(=O)C1CCN(C2CC(=O)N(c3cccc(F)c3)C2=O)CC1 (stereo not given) was read as CCT chaperon mod -0.8, Nrf2 activator -0.1%, Nrf2 block inconclusive, Abeta rescue -93.7%[inhibitor], MmCpn inh -1.2%, HepG2 viability 27.6%, TGFb inhibitor 44.5%[activator] and A549 tox -8.3%.
For Cc1ccc(-n2c(=O)c3ccc(C(=O)NCc4ccco4)cc3n(Cc3ccc(Cl)cc3)c2=O)cc1 the results were Nrf2 activator -1.5%, Nrf2 block -19.7%, Abeta rescue -5.5%, HepG2 viability -47.1%, TGFb inhibitor -49.4% and A549 tox 5.0%.
Screening Cc1cccc(N=C2NN=C(c3c[nH]c4ccccc34)CS2)c1 returned CCT chaperon mod 0.6, Nrf2 activator 10.0%, Nrf2 block 9.7%, Abeta rescue -3.9%, MmCpn inh -0.9%, HepG2 viability -12.6%, TGFb inhibitor -5.1%, A549 tox -3.5% and Akt phos inh inactive.
`CCc1nnc(NC(=O)c2ccc3c(c2)C(=O)N(C(C)(C)C)C3=O)s1` gave CCT chaperon mod 0.0, Nrf2 activator 0.4%, Nrf2 block inconclusive, Abeta rescue 15.9%, MmCpn inh -0.4%, HepG2 viability 1.3%, TGFb inhibitor 10.1%, A549 tox -17.0% and Akt phos inh inactive.

Next part (2 carried over from the part before).
Screening Cc1cccc(N=C2NN=C(c3c[nH]c4ccccc34)CS2)c1 returned CCT chaperon mod 0.6, Nrf2 activator 10.0%, Nrf2 block 9.7%, Abeta rescue -3.9%, MmCpn inh -0.9%, HepG2 viability -12.6%, TGFb inhibitor -5.1%, A549 tox -3.5% and Akt phos inh inactive.
`CCc1nnc(NC(=O)c2ccc3c(c2)C(=O)N(C(C)(C)C)C3=O)s1` gave CCT chaperon mod 0.0, Nrf2 activator 0.4%, Nrf2 block inconclusive, Abeta rescue 15.9%, MmCpn inh -0.4%, HepG2 viability 1.3%, TGFb inhibitor 10.1%, A549 tox -17.0% and Akt phos inh inactive.
`Clc1ccc(Oc2cnns2)cc1Cl` gave CCT chaperon mod 0.9, Nrf2 activator 0.1%, Nrf2 block -2.4%, Abeta rescue -7.4%, MmCpn inh 0.3%, HepG2 viability -21.1%, TGFb inhibitor 25.8%, A549 tox -12.3% and Akt phos inh inactive.
Screening CCCc1cc(=O)[nH]c(SCC(=O)Nc2sccc2C#N)n1 returned CCT chaperon mod 0.5, Nrf2 activator -0.3%, Nrf2 block 12.2%, Abeta rescue 7.2%, MmCpn inh -1.7%, HepG2 viability 2.0%, TGFb inhibitor 0.0%, A549 tox -6.1% and Akt phos inh inactive.
O=C1CCC([N+](=O)[O-])C(c2ccc(F)c(Br)c2)N1 (stereo not given) was read as CCT chaperon mod 0.3, Nrf2 activator 0.3%, Nrf2 block -14.8%, Abeta rescue -6.8%, MmCpn inh 2.0%, HepG2 viability 8.9%, TGFb inhibitor -3.1%, A549 tox -0.9% and Akt phos inh inactive.
`O=C(CNC(=O)c1ccccc1)OCN1C(=O)c2ccccc2C1=O` gave CCT chaperon mod 0.5, Nrf2 activator -0.6%, Nrf2 block 23.9%, Abeta rescue 13.9%, HepG2 viability 8.4%, TGFb inhibitor -17.7%, A549 tox -8.7% and Akt phos inh inactive.
For CCCC(=O)Nc1nnc(SCC(=O)NCc2ccc3c(c2)OCO3)s1 the results were CCT chaperon mod -6.1, Nrf2 activator -0.6%, Nrf2 block -21.7%, Abeta rescue -0.5%, MmCpn inh 0.2%, HepG2 viability -9.2%, TGFb inhibitor 10.6%, A549 tox -7.9% and Akt phos inh inactive.
Cc1ccc(C(=O)NCC(=O)NCc2ccccc2F)s1 was read as CCT chaperon mod 0.5, Nrf2 activator -0.3%, Nrf2 block -18.8%, Abeta rescue -3.9%, MmCpn inh 1.5%, HepG2 viability -5.2%, TGFb inhibitor -5.4%, A549 tox 0.7% and Akt phos inh inactive.
